Bioassay records as filed in PubChem.
rCAG binder = r(CAG) repeat RNA binding; AID 651821; inhibition, % at 3 µM; TO-PRO-1 dye displacement fluorescence; 370,000 compounds, 1.3% hits;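 active = inhibition above the plate cutoff, the mean of all test compounds on that plate plus 3 SD, cut at about 35% in these data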;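 also: 0% = DMSO alone and 100% = 100 µM mitoxantrone as full dye displacement; higher means more dye released from RNA so lower well fluorescence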
TDP2 inh = blocks human TDP2 phosphodiesterase activity; AID 720702; inhibition, % at 12.8 µM; 370,000 compounds, 0.34% hits; O95551; recombinant TDP2, T5PNP hydrolysis, p-nitrophenol absorbance 415 nm;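 active = inhibition above the mean of all tested compounds plus 3 SD, set per campaign, cut at about 25% in these data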;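 also: 0% = DMSO with enzyme and 100% = buffer with substrate but no TDP2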
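System – recombinant human TDP2 · Amount – 120 nM TDP2 per well · Buffer or medium – Mg2+-containing Tris-HCl buffer, pH 7.5 · Reagent – T5PNP substrate, 5 mM · Dosing – 12.8 µM single point, 1% DMSO · Incubation – 2 h at 37 °C · Measured by – epi absorbance · Read-out basis – percent inhibition · Benchmarks – high control without enzyme, low control DMSO plus TDP2 · Repeats – singlicate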
HTRA1 inh = blocks human HTRA1 serine peptidase | AID 504803 | recombinant HTRA1, FP-rhodamine activity-based probe, fluorescence polarization | inhibition, % at 5.96 µM | 340,000 compounds, 0.5% hits | Q92743; in the data active = inhibition above about 36%;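 also: 0% = enzyme with DMSO and 100% = wells lacking enzyme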
NPR2 activator = GC-B (human) receptor activation; HEK293-GC-B cells, CNP EC30, cGMP TR-FRET; 0% at EC30 CNP, 100% saturating CNP; 370,000 compounds, 0.11% hits; activation, % at 10 µM; AID 1920062;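 active = activation at 10 µM reaching about 35% in either raw or pattern-adjusted values, limit read from the data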
Target sequence (P20594 whole entry, looked up): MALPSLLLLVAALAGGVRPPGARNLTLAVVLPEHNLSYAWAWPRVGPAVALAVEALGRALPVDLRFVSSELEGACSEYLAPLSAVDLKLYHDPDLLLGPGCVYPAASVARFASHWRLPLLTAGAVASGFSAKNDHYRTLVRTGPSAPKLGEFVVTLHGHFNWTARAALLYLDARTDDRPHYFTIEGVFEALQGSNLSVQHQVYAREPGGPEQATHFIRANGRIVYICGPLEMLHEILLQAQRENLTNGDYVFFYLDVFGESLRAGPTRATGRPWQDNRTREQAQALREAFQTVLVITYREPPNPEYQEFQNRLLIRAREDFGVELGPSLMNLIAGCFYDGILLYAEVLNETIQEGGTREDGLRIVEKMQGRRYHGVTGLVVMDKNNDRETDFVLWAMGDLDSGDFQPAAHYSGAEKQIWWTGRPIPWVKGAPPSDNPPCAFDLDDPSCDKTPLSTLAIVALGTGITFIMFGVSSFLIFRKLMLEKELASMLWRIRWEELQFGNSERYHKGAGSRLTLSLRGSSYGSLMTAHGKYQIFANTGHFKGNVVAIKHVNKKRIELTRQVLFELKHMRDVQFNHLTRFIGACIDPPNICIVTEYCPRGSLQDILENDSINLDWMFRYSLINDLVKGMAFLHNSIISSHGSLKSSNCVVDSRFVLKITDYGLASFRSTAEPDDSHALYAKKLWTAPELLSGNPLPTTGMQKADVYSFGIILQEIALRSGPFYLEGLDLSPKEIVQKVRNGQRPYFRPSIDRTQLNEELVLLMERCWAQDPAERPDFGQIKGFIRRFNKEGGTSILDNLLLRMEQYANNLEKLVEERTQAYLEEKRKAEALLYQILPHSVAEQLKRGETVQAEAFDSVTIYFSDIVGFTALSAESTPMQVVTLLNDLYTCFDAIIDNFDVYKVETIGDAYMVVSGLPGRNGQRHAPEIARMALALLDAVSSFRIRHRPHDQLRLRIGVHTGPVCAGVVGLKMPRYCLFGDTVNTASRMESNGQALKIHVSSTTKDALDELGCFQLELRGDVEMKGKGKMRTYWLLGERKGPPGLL
SIAE primary = inhibitors of human sialic acid acetylesterase SIAE. 370,000 compounds, 0.69% hits. SIAE FP-Rh probe binding, fluorescence polarization. inhibition, % at 9.66 µM;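 active = inhibition above a cutoff: mean of compounds within the control limits plus 3 SD of those, cut at about 17% in these data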;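 also: 0% = plate median of compound wells and 100% = probe without SIAE protein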
MBD2 DNA inh = inhibitors of human MBD2 binding to methylated oligonucleotide | Q9UBB5 | TR-FRET | inhibition, % at 4.4 µM | 370,000 compounds, 0.31% hits | AID 686964; in the data active = inhibition above about 13%
LEDGF integ inh = blocks HIV-1 LEDGF/p75-dependent DNA integration; TR-FRET IN-LEDGF/p75 DNA integration, Eu/Cy5; 370,000 compounds, 0.64% hits; inhibition, % at 3.7 µM;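 active = inhibition above the screen-wide mean plus 3 SD, cut at about 13% in these data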;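 also: signal is the Cy5 over europium emission ratio at 671 and 618 nm; 0% = plate median of compound wells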
ABHD4 inh = inhibits mouse alpha/beta hydrolase domain 4 | purified mABHD4, FP-Rh probe fluorescence polarization | inhibition, % at 8.92 µM | Q8VD66 | 370,000 compounds, 0.54% hits;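 active = inhibition exceeding the mean over every tested compound plus 3 SD, cut at about 30% in these data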;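 also: 0% = plate median of compound wells and 100% = S159A mutant with DMSO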
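Assay system: wild-type mouse ABHD4 protein; compound: single nominal dose of 8.92 µM, 0.89% DMSO final; schedule: 45 min + 60 min at 25 °C; measured by: FP readout, ex 525 nm / em 598 nm; evaluation: % inhibition of FP-Rh probe binding versus controls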
TCR CD3 inh = blocks the human TCR-CD3 interaction; AID 651800; TAMRA-labeled TCR probe fluorescence, biochemical; 360,000 compounds, 0.37% hits; inhibition, % at 9.4 µM; in the data active = inhibition above about 19%;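 also: recombinant mutant TCR 2C K166C tagged with TAMRA read by polarization; 0% = receptor in buffer alone and 100% = receptor with positive control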
PRMT1 inh = inhibitors of human PRMT1. inhibition, % at 2.79 µM. 370,000 compounds, 1.3% hits. AID 652257. Q99873. recombinant PRMT1, activity-based probe fluorescence polarization;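 active = inhibition above about 21% made by adding two undisclosed values, limit read from the data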
* hit, by the source's call. Some of the compounds tested; count on the stated rates, not on these rows.

Screening COc1ccc(NC(=O)CSc2nc(C(C)C)nc3c2c(=O)n(C)c(=O)n3C)c(OC)c1 returned rCAG binder -3, TDP2 inh -7, HTRA1 inh 2, NPR2 activator -6, SIAE primary -2, MBD2 DNA inh -1, LEDGF integ inh 0, ABHD4 inh 0, TCR CD3 inh 2 and PRMT1 inh 5.
`CCOc1ccccc1CNCCNCC(C)O` (stereo unspecified) gave rCAG binder -2, TDP2 inh 13, HTRA1 inh 7, NPR2 activator 1, SIAE primary -4, MBD2 DNA inh 10, LEDGF integ inh 0, ABHD4 inh 1, TCR CD3 inh -4 and PRMT1 inh -1.
For COc1ccc2c(c1)[nH]c1c(=O)n(CCN3CCOCC3)cnc12 the results were rCAG binder -3, TDP2 inh -7, HTRA1 inh -1, NPR2 activator 3, SIAE primary 2, MBD2 DNA inh 9, LEDGF integ inh 4, ABHD4 inh -15, TCR CD3 inh -7 and PRMT1 inh -1.
Screening COc1ccc(NC(=O)CC(C)c2ccccc2)cc1S(=O)(=O)N1CCOCC1 (stereo unspecified) returned rCAG binder 1, TDP2 inh 4, HTRA1 inh -1, NPR2 activator 3, SIAE primary 1, MBD2 DNA inh -2, LEDGF integ inh 2, ABHD4 inh -2, TCR CD3 inh 6 and PRMT1 inh 3.
For CCn1c(SCC(=O)N2CCCC2)nc2c(c1=O)SCC2 the results were rCAG binder -3, TDP2 inh -15, HTRA1 inh 2, NPR2 activator 2, SIAE primary -1, MBD2 DNA inh 0, LEDGF integ inh 3, ABHD4 inh 3, TCR CD3 inh 5 and PRMT1 inh 0.
Screening O=C1CC(N2CCOCC2)C(=O)N1c1ccc2c(c1)OCO2 (stereo unspecified) returned rCAG binder -1, TDP2 inh -5, HTRA1 inh 4, NPR2 activator 0, SIAE primary 0, MBD2 DNA inh 1, LEDGF integ inh 2, ABHD4 inh 7, TCR CD3 inh 4 and PRMT1 inh 7.
`O=C(NCC(c1ccco1)N1CCCC1)c1cccc(NS(=O)(=O)c2ccccc2)c1` (stereo unspecified) gave rCAG binder 4, TDP2 inh 5, HTRA1 inh -11, NPR2 activator 0, SIAE primary 7, MBD2 DNA inh -3, LEDGF integ inh 2, ABHD4 inh 4, TCR CD3 inh 2 and PRMT1 inh -3.
Screening COc1ccc(OCC(O)COc2ccc(OC)cc2)cc1 returned rCAG binder -4, TDP2 inh 1, HTRA1 inh -10, NPR2 activator 3, SIAE primary 2, MBD2 DNA inh 7, LEDGF integ inh -2, ABHD4 inh -4, TCR CD3 inh 4 and PRMT1 inh 2.
`NS(=O)(=O)c1cc(C(=O)OCC(=O)Nc2ccc3c(c2)OCO3)ccc1Cl` gave rCAG binder 5, TDP2 inh 6, HTRA1 inh -4, NPR2 activator -1, SIAE primary 9, MBD2 DNA inh 3, LEDGF integ inh -3, ABHD4 inh 5, TCR CD3 inh -9 and PRMT1 inh -1.
For O=C(c1ccc(Cl)cc1)C1CCCN(Cc2ccc(Oc3ncccn3)cc2)C1 (stereo unspecified) the results were rCAG binder -10, TDP2 inh 7, HTRA1 inh -13, NPR2 activator -12, SIAE primary -6, MBD2 DNA inh -2, LEDGF integ inh -3, ABHD4 inh 1, TCR CD3 inh 0 and PRMT1 inh -1.
`COc1ccc(OCc2nc(-c3ccc(F)c(F)c3)cs2)cc1` gave rCAG binder -1, TDP2 inh 19, HTRA1 inh -4, NPR2 activator -2, SIAE primary -2, MBD2 DNA inh 3, LEDGF integ inh 0, ABHD4 inh -3, TCR CD3 inh 8 and PRMT1 inh -3.
`COc1ccc(N(CC(O)Cn2c(C)nc3ccccc32)S(=O)(=O)c2ccc(C)cc2)cc1` (stereo unspecified) gave rCAG binder -1, TDP2 inh 10, HTRA1 inh 0, NPR2 activator -5, SIAE primary 2, MBD2 DNA inh -2, LEDGF integ inh 4, ABHD4 inh 0, TCR CD3 inh 2 and PRMT1 inh -3.
For COC(=O)c1cccc(NC(=O)C2COc3ccccc3O2)c1C (stereo unspecified) the results were rCAG binder -8, TDP2 inh -3, HTRA1 inh -3, NPR2 activator 0, SIAE primary -5, MBD2 DNA inh 1, LEDGF integ inh -4, ABHD4 inh -19, TCR CD3 inh 2 and PRMT1 inh 1.
Screening CC(C)(C)C(=O)c1c(N)[nH]c(C(=O)c2ccccc2)c1-c1ccc(C(F)(F)F)cc1 returned rCAG binder 4, TDP2 inh -11, NPR2 activator -4, SIAE primary 0, MBD2 DNA inh -2, LEDGF integ inh -3, ABHD4 inh -3, TCR CD3 inh -4 and PRMT1 inh 1.
Screening O=C(c1ccccc1)c1ccc(OCC(O)CNCc2cccc(Cl)c2)cc1 (stereo unspecified) returned rCAG binder -6, TDP2 inh 0, HTRA1 inh -8, NPR2 activator -7, SIAE primary 10, MBD2 DNA inh 6, LEDGF integ inh 2, ABHD4 inh 13, TCR CD3 inh -11 and PRMT1 inh 3.

Overlap with the part before: 3 compounds, then new ones.
For COC(=O)c1cccc(NC(=O)C2COc3ccccc3O2)c1C (stereo unspecified) the results were rCAG binder -8, TDP2 inh -3, HTRA1 inh -3, NPR2 activator 0, SIAE primary -5, MBD2 DNA inh 1, LEDGF integ inh -4, ABHD4 inh -19, TCR CD3 inh 2 and PRMT1 inh 1.
Screening CC(C)(C)C(=O)c1c(N)[nH]c(C(=O)c2ccccc2)c1-c1ccc(C(F)(F)F)cc1 returned rCAG binder 4, TDP2 inh -11, NPR2 activator -4, SIAE primary 0, MBD2 DNA inh -2, LEDGF integ inh -3, ABHD4 inh -3, TCR CD3 inh -4 and PRMT1 inh 1.
Screening O=C(c1ccccc1)c1ccc(OCC(O)CNCc2cccc(Cl)c2)cc1 (stereo unspecified) returned rCAG binder -6, TDP2 inh 0, HTRA1 inh -8, NPR2 activator -7, SIAE primary 10, MBD2 DNA inh 6, LEDGF integ inh 2, ABHD4 inh 13, TCR CD3 inh -11 and PRMT1 inh 3.
For COc1ccc(CNC(=O)Cc2nn(C)c(=O)c3ccccc23)cc1 the results were rCAG binder 0, TDP2 inh -11, HTRA1 inh 1, NPR2 activator 1, SIAE primary -3, MBD2 DNA inh 0, LEDGF integ inh -2, ABHD4 inh -6, TCR CD3 inh -1 and PRMT1 inh 4.
`CNC(=O)CSc1nnc(NC(=O)C2CC(=O)N(c3ccccc3OC)C2)s1` (stereo unspecified) gave rCAG binder 7, TDP2 inh -20, HTRA1 inh 11, NPR2 activator 2, SIAE primary 1, MBD2 DNA inh -2, LEDGF integ inh 0, ABHD4 inh -2, TCR CD3 inh -4 and PRMT1 inh 0.
N=C1C(c2nc(-c3ccc(F)cc3)cs2)=C(O)CN1Cc1ccc(Cl)cc1 was read as rCAG binder 6, TDP2 inh 0, HTRA1 inh -3, NPR2 activator -19, SIAE primary 4, MBD2 DNA inh 2, LEDGF integ inh -2, ABHD4 inh 3, TCR CD3 inh -3 and PRMT1 inh -2.
For O=C(COc1ccccc1Br)NCCc1nc2ccccc2[nH]1 the results were rCAG binder 1, TDP2 inh -12, HTRA1 inh 10, NPR2 activator 0, SIAE primary 3, MBD2 DNA inh -2, LEDGF integ inh 8, ABHD4 inh -10, TCR CD3 inh -4 and PRMT1 inh -2.
For O=C(C[n+]1ccc2c(c1)nnn2-c1ccccc1)c1ccc(Cl)cc1 the results were rCAG binder 9, TDP2 inh -1, NPR2 activator -6, SIAE primary -6, MBD2 DNA inh 3, LEDGF integ inh 0, ABHD4 inh -12, TCR CD3 inh -7 and PRMT1 inh 3.
`COc1ccccc1N(C)S(=O)(=O)c1ccc(Cl)c(C(=O)OCc2c(C)noc2C)c1` gave rCAG binder -6, TDP2 inh 0, HTRA1 inh -15, NPR2 activator -1, SIAE primary -3, MBD2 DNA inh 3, LEDGF integ inh 1, ABHD4 inh -7, TCR CD3 inh 9 and PRMT1 inh -3.
For CN1CCN(c2ccc(NC(=O)c3cc([N+](=O)[O-])ccc3N3CCOCC3)cc2)CC1 the results were rCAG binder -3, TDP2 inh -8, HTRA1 inh -4, NPR2 activator -2, SIAE primary 4, MBD2 DNA inh -2, LEDGF integ inh -1, ABHD4 inh 10, TCR CD3 inh 8 and PRMT1 inh -2.
COc1cc(NC(=O)Cc2ccc(OC)c(S(=O)(=O)N3CCOCC3)c2)c(OC)cc1Cl was read as rCAG binder -2, TDP2 inh -3, HTRA1 inh 0, NPR2 activator 0, SIAE primary 0, MBD2 DNA inh 2, LEDGF integ inh -2, ABHD4 inh 0, TCR CD3 inh 2 and PRMT1 inh -2.
For CCOC(=O)N(C)S(=O)(=O)c1ccccc1[N+](=O)[O-] the results were rCAG binder -3, TDP2 inh 8, HTRA1 inh -1, NPR2 activator 6, SIAE primary 2, MBD2 DNA inh 5, LEDGF integ inh -3, ABHD4 inh -1, TCR CD3 inh -2 and PRMT1 inh 1.
Screening Fc1ccc(NC(=S)N2CCN(C/C=C/c3ccccc3)CC2)c(F)c1 returned rCAG binder -4, TDP2 inh 0, HTRA1 inh -6, NPR2 activator 0, SIAE primary 3, MBD2 DNA inh 3, LEDGF integ inh 2, ABHD4 inh -6, TCR CD3 inh 3 and PRMT1 inh 0.
Cc1ccccc1C(=O)OC1OC(=O)C(Cl)=C1Nc1ccccc1 (stereo unspecified) was read as rCAG binder -1, TDP2 inh 10, NPR2 activator 3, SIAE primary -6, MBD2 DNA inh -2, LEDGF integ inh 4, ABHD4 inh -1, TCR CD3 inh 9 and PRMT1 inh 0.
`COc1ccc(C2C(C(=O)O)CCC(=O)N2c2ccc(OC)cc2)cc1` (stereo unspecified) gave rCAG binder -2, TDP2 inh -5, HTRA1 inh 0, NPR2 activator 1, SIAE primary 3, MBD2 DNA inh 4, LEDGF integ inh 2, ABHD4 inh 1, TCR CD3 inh -6 and PRMT1 inh -2.
For COc1ccc(CCNC(=O)c2cc(-c3ccc(C)c(C)c3O)n[nH]2)cc1OC the results were rCAG binder 6, TDP2 inh 3, HTRA1 inh -10, NPR2 activator -2, SIAE primary -4, MBD2 DNA inh 8, LEDGF integ inh -1, ABHD4 inh 0, TCR CD3 inh -4 and PRMT1 inh 2.
For C=CC[C@@H](CC(=O)OC(C)(C)C)C(=O)OC[C@H]1CCCN1C(=O)[C@@H](CC=C)CC(=O)N[C@H](CO)Cc1ccccc1 the results were rCAG binder -9, TDP2 inh -1, HTRA1 inh -4, NPR2 activator 3, SIAE primary -1, MBD2 DNA inh 2, LEDGF integ inh 0, ABHD4 inh 5, TCR CD3 inh -2 and PRMT1 inh 1.
COc1ccc(N2CCC(CNC(=O)Nc3ccc(Cl)cc3)C2)cc1 (stereo unspecified) was read as rCAG binder 6, TDP2 inh -2, HTRA1 inh 14, NPR2 activator 0, SIAE primary 13, MBD2 DNA inh 2, LEDGF integ inh 2, ABHD4 inh 9, TCR CD3 inh -4 and PRMT1 inh 7.
`Cc1ccccc1Cn1c2ccccc2c2cnn(CC(=O)NCc3ccco3)c(=O)c21` gave rCAG binder 17, TDP2 inh 25*, HTRA1 inh -20, NPR2 activator 16, SIAE primary -14, MBD2 DNA inh 0, LEDGF integ inh -3, ABHD4 inh -16, TCR CD3 inh 8 and PRMT1 inh -1.
